Screening results as filed in PubChem.
PREPL inhibitor – inhibitors of human prolyl oligopeptidase-like enzyme PREPL. Q4J6C6. recombinant PREPL, fluorescence polarization activity-based probe. inhibition, % at 5.96 µM. 320,000 compounds, 0.68% hits; in the data active = inhibition above about 43%;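 note: 0% = enzyme with DMSO and 100% = wells lacking enzyme; many of its hits are not listed in these tables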
Target sequence (Q4J6C6 whole entry, looked up): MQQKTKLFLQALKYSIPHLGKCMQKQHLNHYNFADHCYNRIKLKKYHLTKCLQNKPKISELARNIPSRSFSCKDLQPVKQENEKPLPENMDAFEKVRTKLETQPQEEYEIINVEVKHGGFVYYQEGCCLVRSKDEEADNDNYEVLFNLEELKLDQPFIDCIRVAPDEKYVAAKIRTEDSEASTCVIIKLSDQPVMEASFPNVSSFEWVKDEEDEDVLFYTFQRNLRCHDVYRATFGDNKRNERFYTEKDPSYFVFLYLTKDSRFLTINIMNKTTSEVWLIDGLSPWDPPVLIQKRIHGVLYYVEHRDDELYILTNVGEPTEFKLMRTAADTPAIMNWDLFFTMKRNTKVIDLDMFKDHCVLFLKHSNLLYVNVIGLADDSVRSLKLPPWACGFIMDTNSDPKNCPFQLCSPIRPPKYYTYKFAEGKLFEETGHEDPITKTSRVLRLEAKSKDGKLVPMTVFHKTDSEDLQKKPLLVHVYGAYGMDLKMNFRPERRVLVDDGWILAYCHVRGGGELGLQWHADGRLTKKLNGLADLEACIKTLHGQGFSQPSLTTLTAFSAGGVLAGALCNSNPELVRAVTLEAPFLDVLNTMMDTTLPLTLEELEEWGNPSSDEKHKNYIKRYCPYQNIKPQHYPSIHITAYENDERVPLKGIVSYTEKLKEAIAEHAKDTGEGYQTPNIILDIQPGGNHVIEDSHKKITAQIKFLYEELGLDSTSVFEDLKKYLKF
Fh CTSL1 inh – blocks F. hepatica cathepsin L1 in PFM18AAP counter-screen. inhibition, % at 5.96 µM. 300,000 compounds, 0.49% hits. recombinant F. hepatica cathepsin L1, Z-Leu-Arg-MCA fluorescence. AID 1906;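 active = inhibition above the mean of all tested compounds plus 3 SD, set per screening campaign, cut at about 17% in these data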;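 note: 0% = plate median of test compound wells and 100% = 1 µM Z-Phe-Ala-diazomethylketone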
core dimer inh – blocks dimerization of HCV core protein. AID 1899. 300,000 compounds, 0.33% hits. TR-FRET GST/Flag-core106 dimerization, 1536-well. inhibition, % at 5 µM;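 active = inhibition above the mean of all tested compounds plus 3 SD, set per screening campaign, cut at about 45% in these data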
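Assay system – GST-tagged and Flag-tagged HCV core protein residues 1-106 · Quantity – core106 proteins, GST 13.5 nM and Flag 17 nM · Benchmarks – unlabelled core106 and no-GST-core106 wells · Read-out basis – percent inhibition of core106 dimerization signal · Detection – time-resolved FRET, ex 340 nm, em 617 and 671 nm · Schedule – 4 h at 22.5 °C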
ZTA counter – ZTA (EBV) inhibition in EBNA-1 counter-screen | inhibition, % at 11 µM | P03206 | ZTA-DNA binding, fluorescence polarization | 320,000 compounds, 0.15% hits | AID 2234; in the data active = inhibition above about 33%
Efflux pump inh – antifungal efflux pump inhibition, Nile Red retention | inhibition, % at 10 µM | S. cerevisiae Candida pump triplex | 330,000 compounds, 0.44% hits | AID 485275;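 active = plate passing quality check with inhibition over a set limit, or well fluorescence over plate mean plus 4 SD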;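 note: Nile Red retained in pooled yeast measured as flow cytometry median fluorescence; 0% = buffer negative control and 100% = Enniatin B positive control; higher means more Nile Red kept so more efflux inhibition; some compounds called inactive have numbers as strong as hits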
EBNA-1 inhibitor – blocks EBNA-1 binding to DNA. EBNA-1 DNA binding, fluorescence polarization. inhibition, % at 14.8 µM. 300,000 compounds, 0.34% hits; in the data active = inhibition above about 28%
PP1 inh – blocks human PP1-alpha phosphatase, a PP5 counter-screen | 320,000 compounds, 0.9% hits | P62136 | purified PP1alpha, OMFP fluorescence | AID 2235 | inhibition, % at 6.7 µM;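 active = inhibition above the mean inhibition of all tested compounds plus 3 SD, computed separately for each screening campaign, cut at about 15% in these data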
Target sequence (P62136 whole entry, looked up): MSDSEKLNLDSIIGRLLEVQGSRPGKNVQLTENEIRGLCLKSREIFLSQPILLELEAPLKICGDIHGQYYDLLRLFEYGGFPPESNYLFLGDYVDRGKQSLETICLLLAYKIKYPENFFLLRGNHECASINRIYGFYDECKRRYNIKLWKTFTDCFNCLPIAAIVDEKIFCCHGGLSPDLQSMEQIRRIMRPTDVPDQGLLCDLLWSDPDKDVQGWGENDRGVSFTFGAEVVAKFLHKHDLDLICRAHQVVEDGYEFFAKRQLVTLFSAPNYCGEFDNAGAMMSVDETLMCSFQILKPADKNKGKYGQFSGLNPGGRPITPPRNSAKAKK
TPT1 inh – C. albicans TPT1 enzyme inhibition; inhibition, % at 5 µM; AID 1962; 300,000 compounds, 0.81% hits; recombinant caTPT1, FP RNA substrate dephosphorylation;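 active = inhibition above the mean of all tested compounds plus 3 SD, set per screening campaign, cut at about 24% in these data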;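 note: plate controls were DMSO alone for no effect and ferristatin control at 100 nM for full effect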
PP5 primary – PP5 (human) phosphatase inhibition | P53041 | purified PP5c, OMFP substrate fluorescence | inhibition, % at 6.7 µM | 320,000 compounds, 0.18% hits;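 active = inhibition above the campaign's mean inhibition across all tested compounds plus 3 SD, cut at about 9.5% in these data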;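 note: 0% = DMSO only and 100% = 100 µM cantharidin control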
Active calls of the source: *; / = not tested or not shown. Not all compounds are listed; the hit share may differ from the screen's.

SMILES	PREPL inhibitor	Fh CTSL1 inh	core dimer inh	ZTA counter	Efflux pump inh	EBNA-1 inhibitor	PP1 inh	TPT1 inh	PP5 primary
COc1ccc(C(=O)NC2CC3CCCC(C2)N3Cc2ccccc2)cc1OC (centres undefined)	24	0	-7	-5	-0.2	5	-3	-2	-2.9
N#CN/C(=N\S(=O)(=O)c1ccccc1)c1ccccc1	0	-1	-2	14	-0.1	4	0	1	-2.8
CCc1ccc(CNC(=O)C2CCCN(c3nn4c(=O)cc(C)nc4s3)C2)cc1 (centres undefined)	18	0	10	15	-0.1	-3	0	2	-0.6
O=[N+]([O-])c1ccc(/C=N/n2cn[nH]c2=S)cc1	-6	0	-2	-8	0.0	0	-6	1	-0.9
ON1C2CCCCC2N(O)C1c1ccccc1C(F)(F)F (centres undefined)	3	0	1	16	-0.2	9	0	-6	1.1
Cn1c(-c2cnn(-c3ccccc3)c2-n2cccc2)n[nH]c1=S	-3	-3	-3	2	0.0	0	-1	-4	0.1
CN(C)CCCn1c(N)c(C#N)c2nc(C#N)c(C#N)nc21	-11	1	1	2	0.1	-5	-1	75*	5.0
CCN(CC)C(=O)CSc1nc2sc(C)c(C)c2c(=O)[nH]1	-3	-5	4	6	0.2	-5	-3	15	2.7
COc1ccc(-n2c(-c3ccc(Br)cc3)c[n+]3c2CCC3)cc1	14	-1	8	13	-0.1	6	-4	-5	0.9
COc1ccc(C(CC(=O)Nc2ccccn2)N2Cc3ccccc3C2=O)cc1 (centres undefined)	-14	-2	-5	-14	0.0	3	1	-4	2.1
COc1ccc(C(=O)Nc2cccc(C(C)=O)c2)cc1S(=O)(=O)N1CCOCC1	9	-4	-4	-12	0.1	-9	-3	-1	0.5
Cc1ccc(NC(=O)C2CCCN(S(=O)(=O)c3cnc[nH]3)C2)cc1F (centres undefined)	-5	1	-2	1	-0.1	1	2	1	2.2
OCCCc1nc2n(n1)C(c1ccccc1Cl)C=C(c1cccs1)N2 (centres undefined)	9	-1	6	-10	0.2	-4	-8	24*	1.2
COc1ccc(C(=O)CCC(=O)NCCc2c[nH]c3ccccc23)cc1OC	-14	-2	2	14	0.0	6	3	1	-1.3
CCCCC(=O)N1CC(=O)Nc2ccc(F)cc2C1c1ccc(F)cc1 (centres undefined)	4	-3	-12	-1	0.1	-18	-8	2	-5.6
CC(C)Nc1nnc(SC(C)C(=O)NCc2ccc3c(c2)OCO3)s1 (centres undefined)	3	-1	0	4	-0.1	6	-2	-1	-0.2
Cc1noc(C)c1C(=O)Nc1cccc(S(=O)(=O)N2CCCCC2)c1	3	/	/	7	0.0	/	-1	/	-1.8
CC(C)Nc1ccc(C(CC(N)=O)NC(=O)c2ccccc2)cc1[N+](=O)[O-] (centres undefined)	-2	8	-15	-15	-0.1	-13	0	-1	0.3
Cc1noc(C)c1COc1ccccc1C(=O)N1CCN(S(=O)(=O)c2ccccc2C(F)(F)F)CC1	14	-2	-1	5	0.0	6	-4	0	-2.2
CCCC/S(CC1CC1(Cl)Cl)=N\S(=O)(=O)c1ccc(C)cc1 (centres undefined)	9	-4	-6	-9	-0.1	0	-3	-3	-1.2
O=C(Cc1ccc(Br)cc1)N1CCOCC1	21	4	-16	-12	-0.1	2	1	-5	0.2
Cc1cc(=O)c2ccc(Cl)cc2[nH]1	1	3	-4	4	-0.1	-12	0	1	0.2
Cc1ccc(S(=O)(=O)NCCCC(=O)O)cc1	-8	-2	-1	-11	0.0	-2	1	3	-0.2
Cc1ccc(C(=O)N2CCN(S(=O)(=O)N3CCCCC3)CC2)cc1	11	1	5	-13	0.5	-7	-2	1	3.6
CSCC[C@H](NC(=O)Nc1ccc(C)cc1)C(=O)O	1	-3	-6	-6	0.1	-15	0	-3	1.9

Additional results follow.
SMILES	PREPL inhibitor	Fh CTSL1 inh	core dimer inh	ZTA counter	Efflux pump inh	EBNA-1 inhibitor	PP1 inh	TPT1 inh	PP5 primary
Cc1ccc(C(=O)NNc2ncnc3ccccc23)cc1	6	3	-4	6	0.0	-2	-1	-4	0.0
FC(F)(F)c1cccc(NC(=S)N2CCN(c3cccc(C(F)(F)F)c3)CC2)c1	8	-1	6	6	0.0	-1	6	-2	4.8
COc1ccc(CNc2ccc3c(c2)CCC3)cc1Br	14	2	-6	9	-0.1	19	8	3	1.2
Cc1csc(Nc2ccc(Cl)cc2)n1	12	-2	3	5	-0.1	5	-2	0	0.8
Cc1cccc(Nc2nc(OCC#N)nc(N(C)C)n2)c1	-7	1	0	-22	-0.1	-10	2	-2	4.1
O=c1c(Cl)c(N2CCN(S(=O)(=O)c3ccccc3)CC2)cnn1-c1ccccc1	5	-1	-12	9	-0.1	5	-2	2	-2.7
O=C(O)c1cc(S(=O)(=O)N(Cc2ccccc2)c2ccc(Cl)cc2)ccc1Cl	-3	2	19	23	-0.3	-6	4	-1	1.3
COC(=O)c1ccc(N=CC2=C(O)CC(c3ccccc3)CC2=O)cc1 (centres undefined)	-7	0	0	-16	0.0	-3	3	1	-3.4
COCCCNc1oc(-c2cccs2)nc1S(=O)(=O)c1ccc(C)cc1	6	13	8	-16	-0.1	-12	7	-2	0.7
CCC(=O)NCc1ccc2[nH]c(C)cc2c1	7	4	-4	-8	0.0	0	-2	-5	0.6
CCN(CC)S(=O)(=O)c1ccc(N=NC2=C(O)CC(C)(C)CC2=O)cc1	7	2	-3	-3	-0.1	-1	1	-4	0.5
CC(=O)c1ccc(OCCCC(=O)NCCc2ccc(C(F)(F)F)cc2)cc1	-15	7	-18	5	-0.1	4	-4	-2	1.6
Cc1cccc(NC(=O)c2cccc(S(=O)(=O)N3CCc4ccccc4C3)c2)n1	2	0	-3	-15	0.1	-6	2	-6	1.3
COC(=O)c1ccc(NC(=O)c2ccc3c(c2)NC(=O)C2CCCN32)cc1 (centres undefined)	24	/	/	-2	-0.1	/	34*	/	7.1
COc1ccc(S(=O)(=O)NCCC(=O)NC2CCCCCCC2)cc1	7	5	-2	6	-0.3	5	-3	-3	-0.5
O=C(CN1CCN(c2ccccc2F)CC1)c1ccc2c(c1)OCO2	11	6	2	7	0.1	-11	5	-1	-5.6
CCOc1ccc(NC(=S)NC(=O)/C=C/c2ccc(OC)c(OC)c2)c([N+](=O)[O-])c1	14	5	6	9	0.3	1	1	1	-0.1
CC(=O)c1cccc(NC(=O)Nc2ccccc2)c1	14	5	-4	-15	0.2	-15	-2	2	-1.6
C#CCCOC(=O)N1C2=NC(C(=O)OC)=C(C(=O)OC)[C@@H]3N(CC=C)c4ccccc4[C@]23C[C@H]1C(=O)OC	-4	-1	-7	3	0.2	0	-2	0	2.1
CCOC(=O)N1CCN(c2c(NCc3ccccc3Cl)c(=O)c2=O)CC1	0	3	-5	-6	0.0	-3	-3	2	-2.0
CC(=O)c1cccc(NC(=S)N2CCN(c3ccccn3)CC2)c1	-10	-3	5	-14	0.1	-2	-2	0	1.6
Cc1ccc(C(c2sc3ncnn3c2O)N2CCCCC2)cc1 (centres undefined)	17	1	10	-4	0.0	1	2	0	-0.3
O=S(=O)(NC1CC1)c1ccc(S(=O)(=O)N2CCCC(c3nc(-c4cccnc4)no3)C2)cc1 (centres undefined)	-4	0	4	0	0.4	8	-1	-1	-0.1
CN1CCN(c2ccc(S(=O)(=O)N3CCCCC3)cc2NC(=O)Cc2ccc(Cl)cc2)CC1	23	-3	0	2	0.3	-5	4	0	3.0
Cc1cccc(NS(=O)(=O)c2ccc(C(=O)NCCCN3CCCC3=O)cc2)c1C	3	3	0	9	0.0	0	-5	4	-2.0

Not a retest: entries from further up.
SMILES	PREPL inhibitor	Fh CTSL1 inh	core dimer inh	ZTA counter	Efflux pump inh	EBNA-1 inhibitor	PP1 inh	TPT1 inh	PP5 primary
CCC(=O)NCc1ccc2[nH]c(C)cc2c1	7	4	-4	-8	0.0	0	-2	-5	0.6
CCN(CC)S(=O)(=O)c1ccc(N=NC2=C(O)CC(C)(C)CC2=O)cc1	7	2	-3	-3	-0.1	-1	1	-4	0.5
CC(=O)c1ccc(OCCCC(=O)NCCc2ccc(C(F)(F)F)cc2)cc1	-15	7	-18	5	-0.1	4	-4	-2	1.6

Following part
SMILES	PREPL inhibitor	Fh CTSL1 inh	core dimer inh	ZTA counter	Efflux pump inh	EBNA-1 inhibitor	PP1 inh	TPT1 inh	PP5 primary
CN(C)C(CNC(=O)Cc1cccc(C(F)(F)F)c1)c1ccccc1 (centres undefined)	-11	-2	1	1	0.7	-19	0	0	-5.0
CCCCc1nc2cc(C(=O)NCCc3cnn(C)c3)ccc2o1	-1	1	0	2	0.0	5	-2	-2	-0.6
CCCCn1c(N)c(N(CC)C(=O)c2cccc(S(=O)(=O)N3CCCc4ccccc43)c2)c(=O)[nH]c1=O	26	4	-9	6	0.0	0	-2	-4	-1.1
CC(Sc1nnc(CNC(=O)c2ccccc2F)n1C)C(=O)Nc1nccs1 (centres undefined)	-5	-1	12	-5	0.0	2	-1	-3	2.8
COc1cc(C(O)CO)ccc1O (centres undefined)	-2	7	-1	3	-0.1	2	-2	-1	2.3
CC(C)Oc1cccc(C(=O)Nc2ccc(N3CCN(S(C)(=O)=O)CC3)cc2)c1	-5	-1	-1	5	0.0	17	2	1	2.5
COc1cc2c(c(OCC(=O)NC(C)C)c1)C(=O)O[C@@H](C)CCCC(=O)CCCCC2	2	-1	0	-15	0.0	-7	0	-10	2.0
COC(=O)c1ccc(NC(=O)CN2CCN(S(=O)(=O)c3ccc(Br)cc3)CC2)cc1	-7	-1	14	9	-0.1	3	0	-2	-0.6
N#C/C(=C\c1ccc2c(c1)OCCO2)C(=O)Nc1ccc(C(=O)O)cc1	0	-7	14	-19	0.9	1	-1	-2	0.9
CCOc1cccc(/C=N/N2C(=O)CSC2=S)c1O	11	3	-5	-1	-0.1	3	1	3	1.2
COC/C=C/C1=CC2=CC(=O)C(C)(OC(=O)c3cnc4ccccc4n3)C(=O)C2=CN1C(CO)CO (centres undefined)	7	-2	2	-18	0.3	-15	-3	-6	2.1
O=C(Nc1cccc([N+](=O)[O-])c1)c1[nH]ncc1Cl	7	1	-5	-11	0.1	-5	0	-2	4.6
CCCCn1c(SCC(=O)N2CCCCC2C)nc2cc(S(N)(=O)=O)ccc21 (centres undefined)	-6	-16	6	3	0.1	4	-1	-1	3.4
O=C(Nc1ccc(C(F)(F)F)cc1)c1ccccc1	20	/	/	-19	0.1	/	-1	/	3.1
CCC(=O)N1CCc2cc(S(=O)(=O)CCC(=O)NCc3ccc(OC)cc3)ccc21	13	-3	-2	-15	0.0	-10	-2	-1	1.4
Brc1ccccc1OCCCN1CCCCCC1	28	-1	2	-3	-0.1	-4	0	-1	0.6
O=C(c1cc2nc(-c3ccccc3)cc(C(F)(F)F)n2n1)N1CCOCC1	-8	-3	3	-7	0.1	7	1	2	0.0
CCc1nnc(NC(=O)C(c2ccccc2)c2ccccc2)s1	5	1	-3	-7	-0.1	0	2	-3	3.7
CN(C)S(=O)(=O)c1cccc(COC(=O)CN2C(=O)NC3(CCCC3)C2=O)c1	-4	0	2	-13	-0.1	3	0	-2	-1.4
O=c1c2ccccc2nc(/C=C/c2cccc([N+](=O)[O-])c2)n1CCO	14	-1	-10	-18	-0.1	-2	-2	-1	2.5
O=C(Cn1ncc2c1-c1ccccc1OC2)N(Cc1ccco1)C1CCCCC1	29	62*	8	14	0.2	0	2	1	0.6
O=C(OCCN=C1NS(=O)(=O)c2ccccc21)c1cccs1	5	0	-1	20	-0.1	5	-4	-2	-1.6
Cc1ccc(NC(=O)C2CCN(S(=O)(=O)c3c(C)n[nH]c3C)CC2)nc1	-6	-2	0	4	0.0	-3	-2	-2	-0.3

Copied from the list:
In Fh CTSL1 inh, `O=C(OCCN=C1NS(=O)(=O)c2ccccc21)c1cccs1` has the entry 0
In core dimer inh, `CCc1nnc(NC(=O)C(c2ccccc2)c2ccccc2)s1` has the entry -3
